Assay outcomes deposited in PubChem BioAssay by several laboratories.
West Nile virus CPE: inhibition of WNV-induced cytopathic effect – cell-based, CPE readout (AID 1621) | West Nile virus-infected cells, CPE inhibition; higher % means a stronger effect | CPE inhibition, % at 10 µM, or IC50 in µM where a hit was titrated | 290,000 tested, 0.02% active; in the data active = a potency from the dose series; inconclusive = CPE inhibition mostly from about 3.7% at the one dose, without a potency; inactive = the rest, 99 in 100 with CPE inhibition below about 2.2%; also: strong numbers were not always called active
Yfh1-depleted yeast: mitochondrial function rescue without frataxin homolog – Friedreich's ataxia, plus single-dose screen, dose response (AID 1465) | S. cerevisiae Yfh1-off respiration, WST-1 reduction, 72 h; higher fold induction means a stronger effect | one-dose fold induction at 50 µM; EC50 in µM for titrated hits | 220,000 tested, 0.074% active;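 active = fold induction of absorbance versus untreated yeast above a set limit, then at least 30% activation at any dose in follow-up; inconclusive = repeats straddling the limit, or above it without dose testing; inactive = fold induction below the set limit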;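 also: activators that raise dye reduction in frataxin-depleted yeast; strong numbers were not always called active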
WT yeast gro inh: growth inhibition of WT yeast, mitochondrial fusion screen; mitochondrial fusion phenotypic screen, WT strain; inhibition, % at 10 µM; 190,000 tested, 2.1% active; AID 1362; in the data active = inhibition above about 58%; tested in S. cerevisiae
Large T inhibition: SV40 large T antigen inhibitors, biochemical (AID 1903). SV40 large T antigen ATPase/helicase inhibition assay; higher % means a stronger effect. inhibition, % at 20 µM; hits with a dose series show IC50 in µM. 310,000 tested, 0.39% active; in the data active = a potency from the dose series; inconclusive = inhibition mostly from about 32% at the one dose, without a potency; inactive = the rest, 99 in 100 with inhibition below about 32%; also: strong numbers were not always called active
RSV antiviral HEp-2: RSV antiviral activity via CPE protection, HEp-2 cells, primary 10 µM value included (AID 2391). HEp-2 cells, RSV-induced CPE inhibition; higher % means a stronger effect. one-dose CPE inhibition, % at 10 µM; IC50 in µM for titrated hits. 310,000 tested, 0.13% active; in the data active = a potency from the dose series; inconclusive = CPE inhibition mostly from about 23% at the one dose, without a potency; inactive = the rest, 99 in 100 with CPE inhibition below about 21%; also: strong numbers were not always called active
CSM14.1 death rescue: protection against thapsigargin-triggered cell killing – 384-well, CSM14.1, ATP luminescence, primary screen (AID 1222); one-dose cellular ATP content (survival), % at 20 µM; EC50 in µM for titrated hits; CSM14.1 thapsigargin-induced death rescue, ATP luminescence; higher % means a stronger effect; 190,000 tested, under 10 active;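 active = EC50 below 50 µM in the dose-response confirmation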;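 also: death triggered by thapsigargin at about 15 µM added after 2 h compound pretreatment; cell ATP read after overnight thapsigargin exposure of roughly 18 to 22 hours; normalized against plate controls of thapsigargin alone and 5% DMSO vehicle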
XIAP displacement: small molecules displacing peptide from XIAP – biochemical, IAP family, fluorescence polarization (AID 1018) | XIAP BIR domain, fluorescence polarization peptide displacement; higher % means a stronger effect | displacement, % at 20 µM, or IC50 in µM where a hit was titrated | 200,000 tested, 0.007% active; in the data active = displacement above about 50%; also: a part of the inactive calls stands beside numbers as strong as those of hits
NS5 inhibitors: flavivirus cap methylation enzyme inhibition – biochemical, confirmation dose response, primary screen (AID 588689); inhibition, % at 25 µM, or IC50 in µM where a hit was titrated; Dengue-2 NS5 methyltransferase capping enzyme assay, biochemical; higher % means a stronger effect; 340,000 tested, 0.3% active; in the data active = a potency from the dose series; inconclusive = inhibition above about 29% without an active follow-up result
UTI89 phage lysis: inhibition of K1F phage lysis, E. coli UTI89, bacterial capsule biogenesis inhibitors, alamar blue (AID 488966). E. coli UTI89 K1F phage lysis, alamar blue, 2 h; higher % means a stronger effect. one-dose inhibition, % at 100 µM; IC50 in µM for titrated hits. 340,000 tested, 0.02% active;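 active = phage lysis inhibition, versus mean bacterial control, above a set limit; inconclusive = no clear call, values can overlap the other calls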;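 also: capsule biogenesis inhibitors block K1F phage lysis so surviving cells raise fluorescence; higher fluorescence means more inhibition of phage lysis; actives were called in the ten point dose series up to 300 µM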
WT yeast gro inh mutant strain: further read-out of WT yeast gro inh, marked with its call; inhibition, %; mitochondrial fusion phenotypic screen, mutant strain inhibition
NS5 inhibitors pilot replicate: recorded beside NS5 inhibitors, whose call it bears; inhibition, %; measured here: pilot screen replicate inhibition
Active calls of the source: *; i = inactive; ? = inconclusive; / = not tested or not shown; [ ] = dose if it differs, or a comment.

SMILES	West Nile virus CPE	Yfh1-depleted yeast	WT yeast gro inh	WT yeast gro inh mutant strain	Large T inhibition	RSV antiviral HEp-2	CSM14.1 death rescue	XIAP displacement	NS5 inhibitors	UTI89 phage lysis	others
CNC(=O)c1oc(-c2ccc(Cl)cc2)nc1C	-0.4%	i	5.5	5.2	4.1%	0.8%	1.2%	1.8%	-5.4%	0.3%
COc1ccc([C@@H]2C[C@@H](c3ccccc3)Oc3cc(OC)cc(OC)c32)cc1	2.6%	i	/	/	/	/	/	/	-4.0%	0.3%
O=C(O)Cc1sc(-c2ccccc2)nc1-c1cccs1	0.0%	i	-9.8	3.7	4.4%	3.6%	-2.9%	-5.0%	-6.6%	-0.2%
CCOC(=O)C1CCN(C(=O)C(CC)c2ccccc2)CC1 (stereo not drawn)	0.1%	i	-8.8	10.4	5.6%	1.9%	-1.0%	-5.4%	-7.3%	0.0%
CCn1c(=O)cc(SCC(=O)N2CCN(C(=O)c3ccco3)CC2)c2ccccc21	1.7%	i	0.4	-6.4	7.3%	-1.4%	-0.6%	-6.3%	-2.4%	-1.1%
CC(=O)Nc1ccc(S(=O)(=O)N2c3ccc(F)cc3CCC2C)cc1 (stereo not drawn)	/	/	/	/	12.4%	0.6%	/	/	-6.1%	-0.6%
CCc1ccc(NC(=O)c2cnc(N3CCN(c4ccccn4)CC3)c3ccccc23)cc1	?	i	22.8	15.1	5.2%	10.3%	-1.4%	-3.2%	/	/
COc1cccc(CNC(=S)NC2CCCC2)c1	-0.1%	i	18.5	1.8	12.0%	0.9%	-0.8%	0.2%	0.7%	0.2%
O=C(CCc1cnccn1)NC1CCCc2c1cnn2-c1ccc(F)cc1F (stereo not drawn)	-0.7%	i	-3.5	0.2	9.0%	4.8%	-1.4%	-5.7%	/	1.3%
CCc1cccc(NC(=O)c2sc3nc4n(c(=O)c3c2C)CCC4)c1	-0.1%	/	/	/	8.0%	8.4%	/	/	-9.3%	-0.2%
COC(=O)c1ccc(-c2ncc(-c3cccc4ccccc34)o2)cc1	-0.1%	i	7.0	-0.5	4.2%	5.3%	-2.9%	-9.0%	3.2%	1.2%
Cc1[nH]ccc(=O)c1Oc1ncc(C(F)(F)F)cc1Cl	/	/	-1.3	-11.8	23.6%	1.0%	-0.6%	0.7%	-13.6%	0.1%
O=C1C(=O)N(Cc2ccco2)C(c2cccs2)/C1=C(\O)c1cccc([N+](=O)[O-])c1 (stereo not drawn)	3.2%	i	/	/	25.2%	1.7%	/	/	4.6%	-1.0%
CCN(c1ccccc1)S(=O)(=O)c1ccc(C(=O)N(CCCN(C)C)c2nc3cc4c(cc3s2)OCO4)cc1	-0.6%	/	/	/	10.1%	2.9%	/	/	5.8%	0.2%
Cc1cccc(C(=O)Oc2ccc(/C=N/O)cc2)c1	-0.4%	i	36.8	6.9	2.5%	0.6%	-0.5%	-6.2%	-4.1%	1.0%
CC(C)OC(=O)CC(=O)CSc1nc2c(cc1C#N)CCC2	0.5%	i	-11.4	-0.9	2.1%	-1.4%	-2.1%	-2.3%	0.8%	0.6%
COc1cccc(/C=C2\CCC(C3CCCC3)C2=O)c1 (stereo not drawn)	-0.1%	/	/	/	13.6%	0.4%	/	/	-11.7%	0.1%
COc1cccc(N2CC(NS(=O)(=O)c3cccnc3)CC2=O)c1 (stereo not drawn)	/	/	/	/	9.3%	-0.5%	/	/	1.4%	-0.1%[50 µM]
CCOC(=O)C1=C(N)OC2=C(C(=O)CC(C)(C)C2)C1c1ccoc1 (stereo not drawn)	0.0%	i	-4.2	7.8	7.6%	1.3%	-0.8%	-4.5%	0.0%	1.8%
Cc1cc2ncc(-c3cccc(Cl)c3)cn2n1	0.4%	i	1.6	3.5	19.9%	2.9%	4.3%	-6.3%	-3.0%	-1.3%

The last two entries of the section above open the next one:
SMILES	West Nile virus CPE	Yfh1-depleted yeast	WT yeast gro inh	WT yeast gro inh mutant strain	Large T inhibition	RSV antiviral HEp-2	CSM14.1 death rescue	XIAP displacement	NS5 inhibitors	UTI89 phage lysis	others
CCOC(=O)C1=C(N)OC2=C(C(=O)CC(C)(C)C2)C1c1ccoc1 (stereo not drawn)	0.0%	i	-4.2	7.8	7.6%	1.3%	-0.8%	-4.5%	0.0%	1.8%
Cc1cc2ncc(-c3cccc(Cl)c3)cn2n1	0.4%	i	1.6	3.5	19.9%	2.9%	4.3%	-6.3%	-3.0%	-1.3%
CCn1nc(C(=O)OCc2c(C)noc2C)c2ccccc2c1=O	-0.2%	i	10.8	16.0	9.9%	6.1%	-2.6%	-5.7%	2.5%	0.3%
COCCn1c(C)cc(/C=C2\NC(=S)N(C)C2=O)c1C	-1.3%	i	-3.3	-4.9	8.4%	0.4%	-2.3%	-8.3%	0.0%	0.1%
CCOc1ccc2c(c1)c1nnc(SCC(=O)N3CCCCC3C)nc1n2C (stereo not drawn)	-0.7%	i	5.0	-6.4	-2.0%	?	-1.1%	-1.0%	-0.8%	0.3%
CC(Oc1ccc(F)cc1)c1ccnc2nc(/N=C/N(C)C)nn12 (stereo not drawn)	-0.2%	i	-7.9	2.2	10.5%	2.2%	0.4%	-7.3%	2.2%	0.1%
Cc1ccc(S(=O)(=O)N(C)C)cc1NC(=O)CSc1ncn[nH]1	-0.2%	/	/	/	24.8%	0.5%	/	/	4.8%	-0.1%
COC(=O)c1ccccc1SCC(=O)Nc1ccc(N2CCOCC2)cc1	-0.8%	/	/	/	11.2%	0.5%	/	/	-7.8%	-0.1%
NC(=O)NC(Cc1ccccc1)C(=O)NCC1(N2CCCCC2)CCCCC1 (stereo not drawn)	0.4%	i	5.4	-8.4	15.4%	-0.1%	-2.4%	-3.5%	-0.8%	-1.0%
S=c1[nH]nc2nnc3ccccc3n12	0.2%	i	/	/	22.0%	/	/	/	-4.7%	-1.0%
Cc1ccc(Cn2c(N/N=C/c3ccncc3)nc3c2c(=O)n(C)c(=O)n3C)cc1	-0.4%	i	/	/	0.8%	-0.8%	/	/	-6.2%	-0.2%
COc1ccc(OC)c(C(C(=O)NC2CCCCC2)N(Cc2ccco2)C(=O)c2ccccn2)c1 (stereo not drawn)	0.4%	/	/	/	-1.3%	1.0%	/	/	0.8%	-0.1%
CC(=O)N1CCN(C(=S)c2ccc(N(C)C)cc2)CC1	1.2%	i	9.6	18.4	9.7%	-1.4%	-0.5%	-4.6%	-2.0%	6.5%
O=C(/C=C/c1ccc(Cl)c(Cl)c1)n1cccn1	-0.1%	i	16.1	5.9	2.4%	10.4%	2.3%	-8.6%	-6.3%	1.0%
Cn1c(=O)[nH]c(=O)c2c1nc(NCc1ccco1)n2CCCc1ccccc1	-0.1%	i	-4.5	-1.5	-4.2%	/	1.6%	-2.5%	-1.1%	-0.2%
CN(CCC#N)C(=O)COC(=O)c1ccc(Cl)cc1O	0.3%	i	3.2	3.6	-0.9%	1.0%	-0.2%	-4.6%	-1.5%	-0.2%
CCN(Cc1ccc(C#CCCO)cc1)CC1CCCN(CCc2cccc(F)c2)C1 (stereo not drawn)	-1.8%	/	/	/	-4.2%	2.5%	/	/	-10.3%	-2.4%
CC(=C1C(=O)c2ccccc2C1=O)N1CCN(CCN=CC2=C(O)CC(C)(C)CC2=O)CC1	1.2%	i	-9.5	-25.1	-0.7%	1.3%	-0.8%	2.8%	4.5%	2.2%[50 µM]
CCC(CC)N1CCN(Cc2nc3ccc([N+](=O)[O-])cc3c(=O)n2-c2ccccc2F)CC1	-0.6%	/	/	/	13.0%	0.9%	/	/	-2.0%	0.4%
COC(=O)C(NC(=O)CNS(=O)(=O)c1ccc(Br)cc1)c1ccccc1 (stereo not drawn)	0.0%	i	-9.9	-11.0	3.1%	1.9%	-0.3%	-1.3%	-7.9%	-2.4%
Nc1nonc1-n1nnc(C(=O)N/N=C/c2c(Cl)cccc2Cl)c1CSC1=NCCS1	0.1%	i	/	/	20.3%	1.7%	/	/	-6.1%	0.3%
O=S(=O)(Nc1ccc2c(c1)nc1n2CCN(Cc2ccccc2)C1)c1ccc(F)cc1	0.3%	i	2.8	-4.5	1.2%	-2.7%	0.2%	-1.6%	-7.4%	0.2%	NS5 inhibitors pilot replicate=-5.5
COCCn1c(=O)c2cc3c(=O)n(CCOC)c(=O)c3cc2c1=O	0.0%	i	2.3	1.1	6.1%	0.9%	-1.9%	-2.4%	10.5%	-0.4%
CC(C)C[C@@H](COc1ccccc1)N1CCN(CCc2ccccc2)CCC1=O	-1.9%	/	/	/	2.0%	-1.6%	/	/	3.4%	4.9%
Cc1sc2nc(CN(C(=O)NCc3ccccc3)C3CCCC3)[nH]c(=O)c2c1C	-0.5%	i	/	/	3.7%	5.0%	/	/	-3.2%	-0.1%
O=C(NCCCN1CCOCC1)c1cc(-c2ccc(O)cc2)on1	-0.1%	i	1.2	-2.0	24.5%	2.3%	/	-1.7%	-2.8%	-0.3%
CN(C)CCNC(=O)/C(=N\O)c1ccccn1	0.2%	i	-3.7	-1.7	-4.8%	-1.1%	-0.3%	-5.5%	-3.6%	0.1%
Cn1ccnc1SCC(=O)Nc1cc(F)ccc1F	-0.7%	/	/	/	24.8%	0.5%	/	/	-1.9%	-0.1%
O=C(O)c1coc2ccccc12	0.5%	i	/	/	-0.2%	1.6%	-3.4%	-3.9%	/	/
Cc1ccc(-c2cc(C(=O)N3CCN(c4ncccn4)CC3)c3cc(Br)ccc3n2)o1	-0.1%	i	-7.1	13.4	12.0%	1.6%	-2.0%	-3.5%	-23.5%	0.0%

Part of the list above in order of heavy-atom count, largest number first.
SMILES	West Nile virus CPE	Yfh1-depleted yeast	WT yeast gro inh	WT yeast gro inh mutant strain	Large T inhibition	RSV antiviral HEp-2	CSM14.1 death rescue	XIAP displacement	NS5 inhibitors	UTI89 phage lysis	others
Nc1nonc1-n1nnc(C(=O)N/N=C/c2c(Cl)cccc2Cl)c1CSC1=NCCS1	0.1%	i	/	/	20.3%	1.7%	/	/	-6.1%	0.3%
CC(C)C[C@@H](COc1ccccc1)N1CCN(CCc2ccccc2)CCC1=O	-1.9%	/	/	/	2.0%	-1.6%	/	/	3.4%	4.9%
COC(=O)C(NC(=O)CNS(=O)(=O)c1ccc(Br)cc1)c1ccccc1 (stereo not drawn)	0.0%	i	-9.9	-11.0	3.1%	1.9%	-0.3%	-1.3%	-7.9%	-2.4%
O=C(NCCCN1CCOCC1)c1cc(-c2ccc(O)cc2)on1	-0.1%	i	1.2	-2.0	24.5%	2.3%	/	-1.7%	-2.8%	-0.3%
Cn1ccnc1SCC(=O)Nc1cc(F)ccc1F	-0.7%	/	/	/	24.8%	0.5%	/	/	-1.9%	-0.1%
CN(C)CCNC(=O)/C(=N\O)c1ccccn1	0.2%	i	-3.7	-1.7	-4.8%	-1.1%	-0.3%	-5.5%	-3.6%	0.1%
O=C(O)c1coc2ccccc12	0.5%	i	/	/	-0.2%	1.6%	-3.4%	-3.9%	/	/
